CBFb-RUNX1 inh: inhibitors of human CBF-beta and RUNX1 interaction; Q01196+Q13951; AlphaScreen CBFb-His/RUNX1-biotin binding, biochemical; Potency, µM (highest dose often 59.8 µM), for the others: top-dose activity, negative = inhibition, hits mostly inhibitors; 230,000 tested, under 10 active; AID 1477; active = well fitted curve in the direction sought with a large enough effect; inconclusive = small, poorly fitted or top-dose-only effect, or effect the other way, or another doubt; inactive = no such curve, though single readings can be large or run the other way; also: % of control where 0% means no effect
Target sequence (Q01196 whole entry, looked up): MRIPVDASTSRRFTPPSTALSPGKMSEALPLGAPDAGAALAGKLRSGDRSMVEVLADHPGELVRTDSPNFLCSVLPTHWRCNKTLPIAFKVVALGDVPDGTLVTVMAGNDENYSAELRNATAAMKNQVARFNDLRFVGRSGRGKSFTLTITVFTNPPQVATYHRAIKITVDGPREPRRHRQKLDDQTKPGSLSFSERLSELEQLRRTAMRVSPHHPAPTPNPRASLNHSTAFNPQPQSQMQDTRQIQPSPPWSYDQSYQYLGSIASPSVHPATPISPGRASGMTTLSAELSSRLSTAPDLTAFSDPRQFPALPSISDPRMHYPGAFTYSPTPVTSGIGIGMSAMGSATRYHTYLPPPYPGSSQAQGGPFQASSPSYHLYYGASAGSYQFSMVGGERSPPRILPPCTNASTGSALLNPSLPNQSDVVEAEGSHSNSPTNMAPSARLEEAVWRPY
Target sequence (Q13951 whole entry, looked up): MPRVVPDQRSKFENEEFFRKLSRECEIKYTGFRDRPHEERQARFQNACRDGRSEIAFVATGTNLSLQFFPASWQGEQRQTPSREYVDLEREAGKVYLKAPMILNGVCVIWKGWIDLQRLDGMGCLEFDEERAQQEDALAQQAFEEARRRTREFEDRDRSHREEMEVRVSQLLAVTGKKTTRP
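Inhibition was taken as any reduction in AlphaScreen signal from the CBF-beta–RUNX1 pair (His and biotin tags, 30 nM each), measured after compound (15 min) and bead (90 min) incubations at room temperature.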
An asterisk follows results filed as active; ? = inconclusive. Not all compounds are listed; count on the stated rates, not on these rows.

SMILES | CBFb-RUNX1 inh
NCC(=O)N[C@@H](CCCN=C(N)N)C(=O)NCC(=O)N[C@@H](CC(=O)O)C(=O)N[C@@H](CO)C(=O)O | 13%
NC(=O)c1ccc2nc(-c3ccc(Oc4ccc(Cl)cc4)cc3)[nH]c2c1 | ?
CN1CCN(C(=O)c2cc3cc(Cl)ccc3[nH]2)CC1 | 6%
Cc1noc(C)c1-c1ccc2ncnc(NCc3cccc(Cl)c3)c2c1 | 7%
Cc1ccccc1C[C@H](C(=O)O)N1C(=O)c2ccc(C(=O)O)cc2C1=O | 16%
O=c1ncccn1[C@@H]1O[C@H](CO)[C@@H](O)[C@H]1O | 4%
O=c1c2nc(Br)n([C@@H]3O[C@@H]4CO[P@@](O)(=S)O[C@H]4[C@H]3O)c2nc2[nH]c(-c3ccccc3)cn12 | 7%
CC(=O)OCC(NC(=O)C1CCCN1C(=O)OC(C)(C)C)C1OC(n2ccc(=O)[nH]c2=O)C(OC(C)=O)C1OC(C)=O (stereo not given) | 4%
COc1cccc(C2=Nn3c(nnc3-c3ccc(OC)cc3OC)SC2)c1 | 3%
Cc1noc(C)c1-c1ccc2ncnc(NCc3cccc(-c4ccccc4)c3)c2c1 | 8%
COc1ccc(C2/C=C\CN(C(=O)C3CCCC3)C(C)C(=O)N2Cc2ccc(F)cc2)cc1 (stereo not given) | -5%
O=S(O)CO | 25%
CC(C)C[C@H](NC(=O)CNC(=O)[C@H](C)NC(=O)[C@H](CC(C)C)NC(=O)[C@H](CCCNC(=N)N)NC(=O)[C@H](Cc1cnc[nH]1)NC(=O)[C@@H](NC(=O)[C@@H](NC(=O)[C@@H]1CSSC[C@H](NC(=O)[C@@H](N)CO)C(=O)N[C@@H](CC(N)=O)C(=O)N[C@@H]([C@@H](C)O)C(=O)N[C@@H](C)C(=O)N[C@@H]([C@@H](C)O)C(=O)N1)C(C)C)[C@@H](C)O)C(=O)N[C@@H](CC(C)C)C(=O)N[C@@H](CO)C(=O)N[C@@H](CCCNC(=N)N)C(=O)N[C@@H](CO)C(=O)NCC(=O)NCC(=O)N[C@H](C(=O)N[C@H](C(=O)N[C@@H](CCCCN)C(=O)N[C@@H](CC(=O)O)C(=O)N[C@@H](CC(N)=O)C(=O)N[C@@H](Cc1ccccc1)C(=O)N[C@H](C(=O)N1CCC[C@H]1C(=O)N[C@H](C(=O)N[C@@H](CC(N)=O)C(=O)N[C@H](C(=O)NCC(=O)N[C@@H](CO)C(=O)N[C@@H](CCCCN)C(=O)N[C@@H](C)C(=O)N[C@@H](Cc1ccccc1)C(N)=O)C(C)C)[C@@H](C)O)C(C)C)C(C)C)C(C)C | 17%
COc1ccc(C2/C=C\CN(C(=O)c3ccccc3)C(Cc3ccccc3)C(=O)N2Cc2ccc(F)cc2)cc1 (stereo not given) | -6%
CC(OCc1ccccc1)C(NC(=O)OC(C)(C)C)C(=O)NC1COC2CC(n3cc(F)c(=O)[nH]c3=O)OC12 (stereo not given) | 6%
Fc1ccc(Cl)cc1-c1nc(Nc2ccncc2)c2nccnc2n1 | 14%
Nc1ncnc2n[nH]c(Nc3ccc(F)cc3)c12 | 20%
CC(C)(C)OC(=O)NC(Cc1ccccc1)C(=O)NC1COC2CC(n3ccc(=O)[nH]c3=O)OC12 (stereo not given) | -1%
O=C1C[C@@H](c2ccc(O)cc2)Oc2cc(O[C@@H]3O[C@H](CO)[C@@H](O)[C@H](O)[C@H]3O)cc(O)c21 | 10%
CC[C@H](C)[C@H](NC(=O)CNC(=O)[C@H](CC(C)C)NC(=O)[C@H](CC(C)C)NC(=O)[C@H](CCC(N)=O)NC(=O)[C@H](CCC(N)=O)NC(=O)[C@H](CC(=O)O)NC(=O)[C@H](CCCCN)NC(=O)[C@H](CC(C)C)NC(=O)[C@H](Cc1ccc(O)cc1)NC(=O)[C@H](CCCNC(=N)N)NC(=O)[C@H](CCC(=O)O)NC(=O)[C@@H](NC(=O)[C@H](C)NC(=O)[C@H](CC(C)C)NC(=O)[C@@H](NC(=O)[C@@H](N)CCCNC(=N)N)[C@@H](C)CC)C(C)C)C(=O)N[C@@H](Cc1c[nH]c2ccccc12)C(=O)NCC(=O)N[C@@H](CS)C(=O)N[C@@H](CO)C(=O)O | ?
O=C(O)c1ccc(/C=C2/SC(=S)N(c3cccc(C(F)(F)F)c3)C2=O)cc1 | 7%
COc1cccc(-c2nnc3n2N=C(c2ccc(OC)cc2OC)CS3)c1 | -19%
O=C(O)C(Cc1ccc2c(c1)oc1ccccc12)NCP(=O)(O)O (stereo not given) | 8%
c1nc2nc(Nc3ccc(N4CCOCC4)cc3)nc(NC3CCCCC3)c2[nH]1 | ?
CC(C)C[C@H](NC(=O)[C@H](CCCCN)NC(=O)[C@H](CCC(N)=O)NC(=O)[C@H](Cc1cnc[nH]1)NC(=O)[C@H](Cc1cnc[nH]1)NC(=O)[C@@H](N)C(C)C)C(=O)N[C@H](C(=O)N[C@@H](Cc1ccccc1)C(=O)N[C@@H](Cc1ccccc1)C(=O)N[C@@H](C)C(=O)N[C@@H](CCC(=O)O)C(=O)N[C@@H](CC(=O)O)C(=O)N[C@H](C(=O)NCC(=O)N[C@@H](CO)C(=O)N[C@@H](CC(N)=O)C(=O)N[C@@H](CCCCN)C(=O)O)C(C)C)C(C)C | 15%

(continued)
SMILES | CBFb-RUNX1 inh
NC(=O)c1ccccc1C[C@H](C(=O)O)N1C(=O)c2ccc(C(=O)O)cc2C1=O | 17%
COc1ccc(COC[C@H](C)[C@H](O[Si](C)(C)C)[C@@H](C)[C@H]2OC(=O)[C@H]2C)cc1 | -7%
CCC1(c2ccccc2)NC(=O)N(C)C1=O (stereo not given) | 11%
CCC[C@@H]1CCCO[C@@](C(=O)NCCN2CCOCC2)(C(F)(F)F)C1 | 9%
CCN(CC)/[N+]([O-])=N/Oc1cc(O/N=[N+](\[O-])N(C)C)c([N+](=O)[O-])cc1[N+](=O)[O-] | -6%
O[C@@H]1COC2[C@@H](O)CO[C@@H]21 (stereo not given in full) | 15%
O=c1c(-c2ccc(O)cc2)coc2cc(O[C@@H]3O[C@H](CO)[C@@H](O)[C@H](O)[C@H]3O)cc(O)c12 | 6%
O=C(O)c1ccc(S(=O)(=O)N[C@@H](Cc2ccc(O)cc2)C(=O)O)cc1 | -11%
CC(=O)OCC(NC(=O)C(C)NC(=O)OC(C)(C)C)C1OC(n2cc(F)c(=O)[nH]c2=O)C(OC(C)=O)C1OC(C)=O (stereo not given) | -9%
COc1ccc(-c2cc(C3C4C=CCC(C)C4C(=O)N3Cc3ccccc3)ccc2F)cc1 (stereo not given) | 8%
COc1ccc(/C=C/c2ccccc2)cc1C1C2C=CCCC2(C)C(=O)N1Cc1ccccc1 (stereo not given) | 9%
CCCN1CCC(=O)N(C(CSc2ccc(OC)cc2)Cc2ccccc2)CC1 (stereo not given) | 8%
CCCCC(CC)COC(=O)CC(C(=O)OCC(CC)CCCC)S(=O)(=O)O (stereo not given) | 1%
C=C1CCN(C(CC(C)C)C(=O)O)S(=O)(=O)c2ccccc21 (stereo not given) | -6%
CC[C@H](C)[C@H](NC(=O)[C@H](C)NC(=O)CNC(=O)[C@H](CCCCN)NC(=O)[C@H](CC(N)=O)NC(=O)[C@H](CO)NC(=O)CN)C(=O)N[C@H](C(=O)NCC(=O)N[C@@H](CC(C)C)C(=O)N[C@@H](CCSC)C(=O)O)[C@@H](C)CC | 27%
COc1ccc(C2C3C=CCCC3(C)C(=O)N2Cc2ccccc2)cc1Cl (stereo not given) | 8%
COc1ccc(-c2ccc(F)cc2)cc1C1C2C=CCC(C)C2C(=O)N1Cc1ccccc1 (stereo not given) | 5%
COC(=O)[C@H](CCSC)NC(=O)c1ccc(NC[C@@H](N)CS)cc1-c1ccccc1 | -26%
COC(=O)C1=C[C@@H](C(=O)OC)C2C3=C(C(=O)[C@]2(CC(C)C)NC(=O)c2ccccc2)[C@H](C)n2c(=O)n(C)c(=O)n2[C@@H]3C1 (stereo not given in full) | 15%
O=C(O)C1CC=CC2CCN(C3CCCCC3)C(=O)C21 (stereo not given) | 19%
COC(=O)[C@H](CC(C)C)NC(=O)c1ccc(NC[C@@H](N)CS)cc1-c1cccc2ccccc12 | 5%
O=C1C2C(c3ccccc3)CC=CC2C(c2ccoc2)N1Cc1ccccc1 (stereo not given) | 14%
CCCC1([C@H](O)C/C=C/[C@H]2[C@H](O)CC(=O)[C@@H]2CCCCCCC(=O)OC)CCC1 | ?
C=C1CCN(C(Cc2ccccc2)C(=O)O)S(=O)(=O)c2ccccc21 (stereo not given) | 2%
CCCC/C=C/[C@H](c1ccccc1)[C@H](CO)Cc1ccc2ccccc2c1 | ?

Continued.
SMILES | CBFb-RUNX1 inh
CC[C@@]1(c2ccccc2)NC(=O)NC1=O | 8%
COc1ccc(-c2ccc(OC)c(C3C4C=CCCC4(C)C(=O)N3Cc3ccccc3)c2)cc1OC (stereo not given) | -24%
CC(C)C[C@H](N)C(=O)N[C@H](C(=O)N[C@@H](CCCN=C(N)N)C(=O)N[C@H](CS)C(=O)NCC(=O)N[C@@H](CCCCN)C(=O)N[C@@H](Cc1cnc[nH]1)C(=O)N[C@@H](CO)C(=O)N[C@@H](CCCN=C(N)N)C(=O)O)C(C)C | 2%
CSCC[C@H](NC(=O)[C@@H]1CCCN1C(=O)CNC(=O)[C@H](CCCCN)NC(=O)[C@H](Cc1cnc[nH]1)NC(=O)[C@H](CO)NC(=O)[C@H](CC(C)C)NC(=O)[C@H](CCCNC(=N)N)NC(=O)[C@@H]1CCCN1C(=O)[C@H](CCCNC(=N)N)NC(=O)[C@H](CCC(N)=O)NC(=O)[C@H](CCCNC(=N)N)NC(=O)[C@H](CCCNC(=N)N)NC(=O)[C@H](Cc1ccccc1)NC(=O)[C@@H](N)CCCCN)C(=O)N1CCC[C@H]1C(=O)N[C@@H](Cc1ccccc1)C(=O)O | ?
Cc1nc2c(c(=O)[nH]1)CSCC2 | 16%
CCC1(c2ccccc2)NC(=O)NC1=O (stereo not given) | -3%
COc1ccc(C[C@@H](NS(=O)(=O)c2ccc(C(=O)O)cc2)C(=O)O)cc1 | 0%
COc1ccc(C2=Nn3c(nnc3-c3ccccc3C)SC2)cc1OC | -7%
c1ccc(C(OC2CCCN(CCc3ccc4c(c3)OCO4)C2)c2ccccc2)cc1 (stereo not given) | -1%
COc1cccc(CN2CC34CC(c5ccc(C(C)=O)cc5)C(CC3S2(=O)=O)O4)c1 (stereo not given) | -8%
CCOC(=O)N1C(COCc2ccccc2)C=CCS1(=O)=O (stereo not given) | 11%
COc1cc(OC)c2c(C)cc(=O)oc2c1C(CCN1CCCC(C)C1)c1ccc(N(C)C)cc1 (stereo not given) | -20%
COC(=O)C1=C[C@@H](C(=O)OC)C2C3=C(C(=O)[C@]2(CC(C)C)NC(=O)c2ccccc2)[C@H](C)n2c(=O)n(-c4ccccc4)c(=O)n2[C@@H]3C1 (stereo not given in full) | ?
CCC/C=C1\CCCOC(C(=O)NCc2ccccc2)(C(F)(F)F)C1 (stereo not given) | 10%
CC#CC(=O)Nc1cc2c(Nc3ccc(F)c(Cl)c3)ncnc2cn1 | ?
Nc1nc(N)c(N=O)c(OCC2CCCCC2)n1 | 5%
COc1ccc(-c2cc(C3C4C=CCCC4(C)C(=O)N3Cc3ccccc3)ccc2F)cc1OC (stereo not given) | -7%
CC(O)c1cccc2cc(C(O)CNC(C)(C)C)oc12 (stereo not given) | 4%
CCCC[C@H](NC(=O)[C@H](CC(C)C)NC(=O)[C@@H](Cc1c[nH]c2ccccc12)NC(=O)[C@H](Cc1ccccc1)NC(=O)[C@@H](Cc1c[nH]c2ccccc12)NC(=O)[C@H](CC(N)=O)NC(=O)[C@@H](Cc1c(Cl)cccc1Cl)NC(=O)[C@@H]1CCCN1C(=O)[C@H](Cc1ccccn1)NC(=O)[C@@H]1CCCN1C(=O)[C@H](N)CCCCNC(=O)c1cccnc1)C(N)=O | ?
CCc1ccc(C2/C=C\CNC(c3ccccc3)C(=O)N2Cc2ccc(C)cc2)cc1 (stereo not given) | 12%
CC(=O)Nc1c(N)[nH]c(=O)n(C)c1=O | 24%
COc1ccc(-c2nnc3n2N=C(c2ccc(OC)cc2OC)CS3)cc1 | -10%
O=C(NCc1ccccn1)[C@]1(C(F)(F)F)C[C@H](CCc2ccccc2)CCCO1 | -4%
O=[N+]([O-])c1cccc(CN2C(COCc3ccccc3)CCC=CS2(=O)=O)c1 (stereo not given) | -11%
O=C(N[C@@H](c1ccccc1)[C@H](O)c1ccccc1)[C@@H]1CCCN1C(=O)OCc1ccccc1 | ?
COc1ccc(C2/C=C\CN(CC(C)C)C(Cc3ccccc3)C(=O)N2Cc2ccc(F)cc2)cc1 (stereo not given) | 20%

Assay outcomes from PubChem BioAssay.
